aGlu spleen mod: inhibitors or activators of human alpha-glucosidase in spleen homogenate. P10253. Potency, µM (titrated, usually from 79.9 µM), inactives show top-dose activity change, negative = inhibition, actives largely listed as inhibitors. human spleen homogenate, 4-MU-alpha-glucoside fluorescence. 0.006% of 240,000 active. AID 2112;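 further: 0% = enzyme with vehicle and -100% = no enzyme basal signal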
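Human spleen homogenate (1 ug) with 4-methylumbelliferyl-alpha-D-glucopyranoside (1 mM final) in 50 mM citrate/phosphate pH 5.0, 0.01% Tween-20; 40 min at 37 C. Stopped at pH 10; 4-MU fluorescence Ex 365/Em 440 nm; AC50 by Hill fit.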
TR SRC2 fluor cs: Texas Red fluorescence interference in TRb-SRC2 counter-screen; TRb/SRC2 Texas Red total fluorescence interference; Potency, µM (series often up to 106 µM), inactives show top-dose fluorescence change, negative = quenching; 0.29% of 280,000 active; active means well fitted curve in either direction with a large enough effect; inconclusive means small, poorly fitted or top-dose-only effect
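Human TRb ligand-binding domain at 0.6 uM with 20 nM Texas Red SRC2 peptide in Tris buffer containing 1 uM T3 and 5% DMSO, incubated with compound 5 h at ambient temperature. Total fluorescence (555/632 nm) calculated as parallel + 2 × perpendicular.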
L3MBTL1 inh: L3MBTL1 (human) inhibition. 0.66% of 230,000 active. Potency, µM (top dose mostly 57.1 µM), inactives show at the top dose activity, negative = inhibition, hits mostly inhibitors. AlphaScreen L3MBTL1–H3K9me1 peptide binding. Q9Y468. AID 485360; further: nearly all actives have a fitted effect of over 60% in size
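AlphaScreen proximity signal between nickel-chelate acceptor and streptavidin donor beads (final 10 ug/mL) reports binding of 50 nM L3MBTL1 to 75 nM biotin-H3 K9me1 peptide; complex incubated with compounds 30 min at room temperature; cefsulodin titration as control.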
GAA inh: inhibitors of human lysosomal alpha-glucosidase | purified human GAA, 4-MU-alpha-glucoside fluorescence | AID 1466 | P10253 | 0.005% of 200,000 active | Potency, µM (highest dose often 76.9 µM), inactives show at the highest dose activity change, negative = inhibition, hits mostly inhibitors;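 further: plate controls were uninhibited enzyme wells for no effect and no-enzyme background for full effect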
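qHTS format, compound range up to 77 uM. Human lysosomal enzyme at 4 nM, 400 uM 4-MU glucoside substrate, pH 5.0, 20 min room temperature; fluorescence after alkaline stop gives activity normalized to controls.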
GAA glycogen: alters human alpha-glucosidase cleavage of glycogen | recombinant GAA, glycogen substrate, Amplex Red glucose oxidase fluorescence | Potency, µM (top dose mostly 76.4 µM), for inactives: at the top dose activity change, negative = inhibition, actives largely listed as inhibitors | 0.38% of 300,000 active;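 further: 0% = full enzyme reaction and -100% = no-enzyme basal signal; the screen sought inhibitors and activators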
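Recombinant human enzyme (4 nM); glycogen substrate; 37 C, 40 min, pH 5.0. Readout: coupled glucose oxidase/Amplex Red fluorescence.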
RGS12 GoLoco inh: RGS12 GoLoco-Gai1 interaction inhibition; 0.44% of 230,000 active; Gai1:RGS12 GoLoco peptide FP, rhodamine, 10 min; Potency, µM (titrated, usually from 61.6 µM), without a hit: at the highest dose activity, negative = inhibition, most hits filed as inhibitors; P63096; active means well fitted inhibition curve with a large enough effect, not every such curve was filed as active; inactive means no such curve, though single readings can be large or run the other way; further: nearly all actives have a fitted effect of over 30% in size; many of its hits are not listed in these tables
Target sequence (P63096 whole entry, looked up): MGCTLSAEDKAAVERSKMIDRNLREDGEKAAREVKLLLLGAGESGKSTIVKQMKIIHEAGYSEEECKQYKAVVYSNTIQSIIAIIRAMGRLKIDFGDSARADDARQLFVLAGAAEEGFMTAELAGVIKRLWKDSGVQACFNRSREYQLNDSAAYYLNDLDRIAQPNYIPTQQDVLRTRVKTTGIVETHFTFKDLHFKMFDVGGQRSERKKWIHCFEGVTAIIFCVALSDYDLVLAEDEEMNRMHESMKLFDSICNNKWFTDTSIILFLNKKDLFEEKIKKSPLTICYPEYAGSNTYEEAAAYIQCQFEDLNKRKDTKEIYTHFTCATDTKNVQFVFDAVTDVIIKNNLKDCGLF
TRb SRC2 PPI: disrupts binding of human TR beta to SRC2 | TRbeta-SRC2 peptide binding, fluorescence polarization; receptor liganded with 1 µM T3 | Potency, µM (top dose mostly 106 µM), inactives show at the highest dose activity change, negative = inhibition, actives largely listed as inhibitors | 0.065% of 280,000 active | P10828;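 further: plate controls were bound peptide for no effect and peptide without receptor for full effect; nearly all actives have a fitted effect of over 50% in size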
Target sequence (P10828 whole entry, looked up): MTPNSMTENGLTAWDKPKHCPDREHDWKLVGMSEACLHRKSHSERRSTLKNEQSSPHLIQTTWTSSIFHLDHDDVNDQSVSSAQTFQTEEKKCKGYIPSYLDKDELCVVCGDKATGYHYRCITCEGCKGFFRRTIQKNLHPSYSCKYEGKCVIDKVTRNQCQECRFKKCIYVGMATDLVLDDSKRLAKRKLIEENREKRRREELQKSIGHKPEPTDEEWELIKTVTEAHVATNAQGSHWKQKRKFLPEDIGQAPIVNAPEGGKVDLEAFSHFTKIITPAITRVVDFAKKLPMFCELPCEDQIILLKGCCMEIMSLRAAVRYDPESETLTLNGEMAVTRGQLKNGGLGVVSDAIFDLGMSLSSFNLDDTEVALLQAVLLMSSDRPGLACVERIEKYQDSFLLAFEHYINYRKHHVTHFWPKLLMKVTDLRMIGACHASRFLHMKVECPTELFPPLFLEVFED
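Each compound concentration gave % activity, normalized to unbound and bound Texas Red SRC2 controls, from polarization read after 5 hr ambient incubation with T3-loaded human TRb LBD.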
RECQ1 inh: RECQ1 (human) helicase inhibition; P46063; RECQ1 DNA unwinding, red fluorescence kinetic read; Potency, µM (highest dose often 57.3 µM), for inactives: at the top dose activity, negative = inhibition, most hits filed as inhibitors; 0.54% of 240,000 active; AID 2549;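 further: plate controls were vehicle for no effect and no enzyme for full effect; nearly all actives have a fitted effect of over 30% in size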
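RECQ1T1 50 nM; forked duplex (20 bp + 30-nt ss tails) 200 nM, ATP 2 mM final; pH 8.0, 2 mM MgCl2, 2.5 ug/ml poly(dI-dC); 15 min compound preincubation; discontinuous kinetic read over 2 h at RT.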
* = called active by the depositor; i = inactive; ? = inconclusive; . = no result given; & = joins results of further samples; [ ] = dose if it differs, or a comment. Unless noted, the call rests on the fitted dose curve; in most records, active means well fitted curve in the direction sought with a large enough effect; inconclusive means small, poorly fitted or top-dose-only effect, or another doubt; inactive means no such curve, though single readings can be large; an effect the other way counts as inactive or inconclusive. Unless noted, on the % scale 0 is the no-effect control and ±100 the full control effect; potency means the concentration at half of the fitted maximal effect.

SMILES	aGlu spleen mod	TR SRC2 fluor cs	L3MBTL1 inh	GAA inh	GAA glycogen	RGS12 GoLoco inh	TRb SRC2 PPI	RECQ1 inh
Cc1ccccc1NS(=O)(=O)c1nnc(NC(=O)c2ccc(Cl)cc2)s1	.	-21.7%	5.7%	.	2.3%&-4.0%[76.3 µM]	.	-2.9%	.
Cc1ccc(CCNC(=O)c2ccc(CS(=O)(=O)Cc3ccccc3F)o2)cc1	-2.7%	-2.4%&-2.8%	.	3.8%	5.7%	12.4%	-4.1%&-0.4%	-16.0%
Cc1ccccc1NC(=O)CS(=O)(=O)c1cn(CC(=O)N2CCOCC2)c2ccccc12	3.5%	-0.7%	.	-1.1%	7.5%	3.6%	-2.7%	-1.3%
COc1ccccc1NS(=O)(=O)c1cc(NC(=O)c2ccc(Cl)nc2)ccc1Cl	-0.5%	-1.7%	-7.2%	-6.1%	-12.6%	-1.3%	-6.1%	i
COc1ccc(CCNC(=O)CN2CCN(Cc3ccc(F)cc3)C2=O)cc1OC	6.2%	0.5%	.	1.2%	4.2%	-17.4%	-8.9%	i
CCn1c(=O)c2c3c(sc2n2cnnc12)CCC3	-6.0%	-0.9%	.	-6.8%	-11.6%	0.2%	4.1%	-1.0%
Nc1ccc(-c2sc(N)nc2-c2ccccc2)cc1	-13.4%	-4.0%	-8.6%	-2.5%	14µM*	5.5%	-0.1%	-5.2%
Cc1ccc(CN2CCN(Cc3cnc(C)[nH]3)CC2CCO)cc1 (stereo unspecified)	-2.8%	-1.5%	-2.5%	-8.1%	7.5%	10.5%	13.1%	-4.7%
COc1cc(OC)cc(C2=NC3(CCC(C)CC3)NC2=S)c1 (stereo unspecified)	-0.2%	-1.4%	.	-3.0%	-15.1%	-2.0%	-2.3%	-2.4%
O=C(CC1NCCNC1=O)Nc1ccccc1 (stereo unspecified)	-1.6%	0.3%	2.3%	-9.4%	8.8%	13.5%	0.1%	21.0%
Cc1ccc(N(Cc2ccc(C(=O)Nc3c(C)n(C)n(-c4ccccc4)c3=O)cc2)S(C)(=O)=O)cc1C	-9.5%	-0.6%	-0.4%	3.1%	-8.2%	53.5%[activator]	0.7%	-7.7%
O=C(NCC1CCCO1)c1ccc(NS(=O)(=O)c2ccccc2)cc1 (stereo unspecified)	-0.4%	-1.4%	-3.1%	-1.0%	6.8%	21.9%	-12.7%	2.1%
CC(NC(=O)COC(=O)[C@@H]1CCCN1S(=O)(=O)c1ccccc1F)C12CC3CC(CC(C3)C1)C2 (stereo partly specified)	0.6%	0.7%	-2.4%	-4.1%	-2.2%	-4.2%	-2.8%	-1.0%
Cc1ccc(-n2cnc(=O)c3cccnc32)cc1	-9.0%	2.4%	6.7%	0.9%	3.4%	-10.1%	-22.5%	-9.1%
CCN(CC)c1nc2cc(OC)ccc2cc1C#N	-3.1%	3.5%	115.1%[activator]	4.6%	-2.9%	2.2%	0.2%	-6.3%
N#Cc1cccc(NC(=O)CSc2ccc3c4c(cccc24)C(=O)c2ccccc2-3)c1	-1.8%	1.7%	.	-0.6%	3.6%	11.2µM*	10.2%	-6.3%
Cc1cccc(C)c1NC(=O)C1(NC(=O)C2CCC(=O)N2)CCCCC1 (stereo unspecified)	0.4%	3.2%	6.6%	-3.7%	-0.6%	-10.6%	1.4%	-4.3%
CN(c1ccccc1)S(=O)(=O)c1cccc(NC(=O)CSc2nncn2C)c1	-0.9%	0.2%	5.0%	5.3%	7.3%	5.8%	-0.2%	-4.8%
CCOC(=O)c1c(NC(=S)Nc2ccccc2C)sc2c1CCC2	0.2%	0.3%	-11.7%	-5.9%	-11.3%	11.3%	-4.0%	-5.2%
O=C(O)CN1C(=O)C2C3CC(C2C1=O)C1C(c2ccccc2)c2sc(=O)[nH]c2SC31 (stereo unspecified)	3.7%	0.3%	?	-17.5%	-13.1%	-26.5%	1.9%	-2.6%

Reprinted at random: 2 compounds from above, in no set order.
SMILES	aGlu spleen mod	TR SRC2 fluor cs	L3MBTL1 inh	GAA inh	GAA glycogen	RGS12 GoLoco inh	TRb SRC2 PPI	RECQ1 inh
N#Cc1cccc(NC(=O)CSc2ccc3c4c(cccc24)C(=O)c2ccccc2-3)c1	-1.8%	1.7%	.	-0.6%	3.6%	11.2µM*	10.2%	-6.3%
Cc1ccc(CCNC(=O)c2ccc(CS(=O)(=O)Cc3ccccc3F)o2)cc1	-2.7%	-2.4%&-2.8%	.	3.8%	5.7%	12.4%	-4.1%&-0.4%	-16.0%

Additional structures follow.
SMILES	aGlu spleen mod	TR SRC2 fluor cs	L3MBTL1 inh	GAA inh	GAA glycogen	RGS12 GoLoco inh	TRb SRC2 PPI	RECQ1 inh
Nc1ccc(C(=O)N/N=C\C=C\c2cccc([N+](=O)[O-])c2)cc1	-15.1%	-6.7%	-3.9%	-1.8%	2.4%	21.7%	0.1%	-6.0%
O=C(CCCOc1ccc(Cl)cc1Cl)N1CCc2ccccc2C1	-4.0%	-2.2%	-3.6%	-12.7%	-15.4%	0.4%	8.1%	1.6%
COc1ccc(C2NC(=S)NC(C)=C2C(=O)Nc2ccccn2)cc1 (stereo unspecified)	0.5%	-2.7%	-6.6%	?	-4.0%	12.4%	-4.7%	-1.8%
Cc1ccnc2nc(C(=O)Nc3cc(Cl)ccc3N3CCOCC3)nn12	-5.3%	-4.9%	-1.4%	?	12.8%	13.3%	2.6%	-21.7%
O=C(NC1CCCCC1)N1CCc2ccccc21	-20.7%	-0.4%	6.3%[11.4 µM]	-10.1%	0.0%	0.0%	-6.6%	i
O=C(Nc1ccc(S(=O)(=O)N2CCCC2)cc1)c1ccc(CN2CCc3ccccc3C2)cc1	-3.3%	3.0%	-14.1%	6.6%	5.5%	4.0%	14.4%	1.4%
CC(C)OC(=O)[C@@H]1CC[C@H](C)[C@@H](CCC[C@@H]2CC=C[C@H](CC#N)O2)O1	2.9%	-1.2%	.	.	.	1.9%	-0.7%	-4.3%
COc1cc(OC)cc(C(=O)Oc2c(CN3CCOCC3)cc(Cl)c3cccnc23)c1	0.5%	2.7%	25.1µM*	-1.8%	-5.0%	6.9%	4.6%	12.7%
Cc1cccc(CN2CCN(C(=O)CCc3nnc(C4CCCCC4)o3)CC2)c1	-3.9%	0.3%[53 µM]	3.0%	1.7%	2.2%	5.4%	0.5%[53 µM]	i
COc1ccc(-c2nc3ncccn3c2Nc2ccccc2)cc1	4.1%	-2.7%	-21.6%	-4.2%	?	-6.8%	-4.5%	-1.1%
Cc1nn(CCCC(=O)NCCc2ccccc2)c(C)c1[N+](=O)[O-]	2.0%	0.0%	8.4%	-1.3%	0.8%	-12.4%	-2.5%	0.0%
Cc1ccc(NC(=O)NNC(=O)C2CCN(Cc3ccc(F)cc3Cl)CC2)cc1	-0.8%	1.4%	0.8%	-7.2%	10.1%	5.7%	10.6%	12.8%
Oc1c(-c2cc(-c3ccco3)[nH]n2)ccc2ccccc12	-2.3%	-2.4%	.	10.4%	?	3.1%	-0.7%	-9.3%
O=C(Nc1ccccc1)N[C@H]1C[C@H](C(=O)O)Nc2cc(Cl)cc(Cl)c21	-11.8%&3.0%	-8.7%&-0.2%	.	.	.	6.1%	6.9%&1.3%	-5.8%&6.0%
CCCN(Cc1cc2cc(C)ccc2[nH]c1=O)S(C)(=O)=O	6.8%	-3.6%	0.7%	-3.2%	-7.8%	-2.9%	0.5%	i
O=C1CCCCCN1CP(=O)(O)CN1CCOCC1	-1.7%	-1.7%	4.4%	-3.0%	-17.8%	-2.6%	-3.4%	6.1%
O=C(Cn1cnc2ccccc21)N1CCN(S(=O)(=O)c2ccccc2)CC1	-4.0%	-2.8%	10.0%	-10.1%	-8.0%	-3.2%	0.3%	i
CCOc1ccc(C(=O)N(CN2CCCC2=O)c2ccccc2)cc1	-1.3%	-1.4%	38.9%[activator]	0.9%	8.7%	-12.6%	-16.3%	-7.4%
Clc1ccccc1OCc1nnc(-c2ccccc2Br)o1	-3.8%	0.0%	27.1%	-6.9%	-1.2%	16.6%	6.8%	i
COc1ccc2cc(C#N)c(NC(C)C)nc2c1	8.7%	0.4%	41.2%[activator]	?	4.2%	8.3%	-5.1%	-6.5%
CCn1c(SCC(=O)Nc2nc3ccccc3s2)nnc1-c1ccc(OC)cc1	-11.4%	3.0%	.	1.8%	3.3%	-1.4%	-11.9%	i
CCOC(=O)c1sc2nc(C)nc(N3CCN(c4ncccn4)CC3)c2c1C	-8.1%	-0.7%	-22.8%	7.1%	5.6%	-4.1%	-2.3%	i
O=C(Nc1nncs1)c1ccc(Br)c(S(=O)(=O)N2CCCC2)c1	-7.0%	-2.3%	0.1%	1.8%	-3.5%	11.4%	2.4%	-6.3%
CN(C(=O)COC(=O)c1cc(S(=O)(=O)N2CCCCC2)ccc1N1CCOCC1)C1CCS(=O)(=O)C1 (stereo unspecified)	1.0%	-0.4%	.	.	4.5%	-12.0%	-1.3%	-14.5%
Cc1ccc(-n2c(Cc3cccs3)nnc2SCC(=O)Nc2ccc(S(N)(=O)=O)cc2)cc1	-0.3%	4.1%	-3.6%	-9.1%	-3.7%	-6.5%	0.5%	i
Cc1ccc(-c2nnn(CC(=O)N(CC(=O)NCC3CCCO3)c3ccc(F)c(Cl)c3)n2)o1 (stereo unspecified)	1.9%	-3.3%	-3.5%	-3.7%	6.4%	-6.4%	1.4%	-2.3%
C/C(CC(=O)NCCN1CCOCC1)=N\NC(=O)c1ccncc1	-3.8%	-0.4%	3.7%	.	-19.0%	-4.6%	4.9%	-6.8%
N#C/C(=C\c1cccs1)C(=O)c1ccccc1	0.3%	-0.4%	.	.	1.9%	23.4%	7.7%	-12.1%
COc1ccc(-c2nc(Cn3c(SCc4ccc(C)cc4)nc4ccncc43)c(C)o2)cc1OC	-1.3%	2.3%	.	?	-12.4%	167.4%[activator]	-15.2%	-8.0%
O=C1CCCCCN1Sc1ccccc1	3.6%	2.7%	0.0%	4.1%	-9.4%	.	3.7%	i
CC(=O)OCC(=O)Nc1c(C)cccc1C	0.8%	-1.3%	.	3.9%	-1.3%	-4.2%	9.5%	-12.8%

Looked up above:
aGlu spleen mod with `CC(=O)OCC(=O)Nc1c(C)cccc1C` → 0.8%
RGS12 GoLoco inh with `Oc1c(-c2cc(-c3ccco3)[nH]n2)ccc2ccccc12` → 3.1%
L3MBTL1 inh with `COc1ccccc1NS(=O)(=O)c1cc(NC(=O)c2ccc(Cl)nc2)ccc1Cl` → -7.2%

Some of the compounds tested; the hit share may differ from the screen's.
